Screening results: PubChem BioAssay, several laboratories
Hsp70 act: Hsp70 transcriptional activation, primary screen | HeLa Hsp70 promoter luciferase reporter, luminescence; scaled: vehicle 0, proteasome-inhibitor control 100% | activation, % at 10 µM | 0.04% of 200,000 active | AID 1203;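 active = activation above the mean across all tested compounds plus 3 SD, cutoff set per campaign, cut at about 5.5% in these data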;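 note: 100% = MG132 at 30 µM as the positive control and 0% = DMSO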
PMI act: increases human mannose-6-phosphate isomerase activity. P34949. AID 1214. 0.005% of 190,000 active. purified human PMI, coupled resazurin fluorescence, 20 min; stronger effect = higher value; 1 = vehicle control, 0 substrate-free wells. activation factor at 20 µM;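 active = activation factor of 2 or more at 20 µM, relative to plate controls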
Target sequence (P34949 whole entry, looked up): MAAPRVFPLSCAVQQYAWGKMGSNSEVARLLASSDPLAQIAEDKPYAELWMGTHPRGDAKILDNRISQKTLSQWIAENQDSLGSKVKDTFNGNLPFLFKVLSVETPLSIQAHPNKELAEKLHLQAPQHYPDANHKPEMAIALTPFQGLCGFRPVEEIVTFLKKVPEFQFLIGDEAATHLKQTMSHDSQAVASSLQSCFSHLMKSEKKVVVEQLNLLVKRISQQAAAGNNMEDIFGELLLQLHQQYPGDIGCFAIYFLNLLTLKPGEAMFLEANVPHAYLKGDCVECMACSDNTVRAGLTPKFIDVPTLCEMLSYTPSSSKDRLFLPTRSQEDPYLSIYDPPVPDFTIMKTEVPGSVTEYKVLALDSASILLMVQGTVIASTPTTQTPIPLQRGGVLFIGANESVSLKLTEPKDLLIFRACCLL
DTT redox prof: compounds producing H2O2 with reducing agent – biochemical, NIH compound library profiling, artefact control for MLSCN library redox annotation, primary screen | DTT-dependent redox cycling H2O2, phenol red/HRP absorbance; 100% = 100 µM peroxide control, 0% = buffer | activation, % at 10 µM | 0.03% of 200,000 active;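 active = activation of at least 50% relative to the plate's high and low controls in the primary single-dose screen; inactive = activation below 50%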;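 note: compound incubated with DTT at 0.8 mM final as the reducing agent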
TLR4-MyD88 BLA: blocks binding of human TLR4 to MyD88. HeLa CL3-4 TLR4/MyD88 BLA complementation, FRET ratio. 0.18% of 200,000 active. inhibition, % at 8.4 µM; in the data active = inhibition above about 25%;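 note: 0% = vehicle and 100% = reference inhibitor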
S1P3 antagonist: antagonists of human S1P3 receptor. inhibition, % at 4.98 µM. 0.27% of 170,000 active. CHO S1P3 NFAT-BLA reporter, FRET fluorescence, antagonist mode. Q99500. AID 485;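 active = inhibition above the plate cutoff, the mean inhibition of test wells on that plate plus 3 SD, cut at about 28% in these data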;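 note: cells challenged with S1P at its EC80 of 0.8 µM; blue over green emission ratio from cleaved BLA substrate after 4 h stimulation; 0% = S1P-stimulated wells and 100% = unstimulated DMSO-only wells; some compounds past the cut are filed as inactive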
Target sequence (Q99500 whole entry, looked up): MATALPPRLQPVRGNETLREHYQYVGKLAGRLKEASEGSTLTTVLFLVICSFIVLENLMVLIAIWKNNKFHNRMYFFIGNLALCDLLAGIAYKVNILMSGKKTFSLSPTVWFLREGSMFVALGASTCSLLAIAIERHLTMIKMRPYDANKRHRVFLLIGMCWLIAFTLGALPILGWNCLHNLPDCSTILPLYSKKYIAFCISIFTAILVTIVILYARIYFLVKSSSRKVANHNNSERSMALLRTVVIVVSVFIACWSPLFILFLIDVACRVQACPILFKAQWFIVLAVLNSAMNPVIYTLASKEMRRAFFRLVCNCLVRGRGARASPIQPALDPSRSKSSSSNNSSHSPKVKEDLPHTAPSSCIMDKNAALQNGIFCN
Diaph inh CS: inhibits diaphorase or chemically oxidizes, flagging diaphorase assay artifacts | diaphorase resazurin-to-resorufin fluorescence, NADH, 16 min; bacterial (C. kluyveri) enzyme, not human | inhibition, % at 20 µM | 0.69% of 190,000 active | AID 1217;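 active = primary screen inhibition at 20 µM above a set limit, cut at about 50% in these data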;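 note: plate controls were DMSO with full reaction for no effect and wells lacking NADH for full effect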
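System: Diaphorase enzyme from Clostridium kluyveri | Amount: Enzyme working solution with 0.14 U/mL diaphorase | Benchmarks: No-NADH positive control and DMSO neutral control | Signal: Fluorescence of resorufin formed from resazurin, Ex 544/Em 590 nm | Schedule: 16-min room-temperature incubation before reading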
G6PDH CS: L. mesenteroides G6PDH inhibition counter-screen; 0.12% of 200,000 active; inhibition, % at 5 µM; AID 1020; Purified L. mesenteroides G6PDH, diaphorase/resazurin coupled fluorescence, 45 min
RAM inhibit: yeast RAM network inhibition | S. cerevisiae dse1pr::URA3 reporter, 5-FOA growth OD615, 2 d; analog-sensitive cbk1-as2 kinase mutant strain | inhibition, % at 50 µM | 1.8% of 190,000 active;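 active = inhibition above a set limit, 3 SD over mean compound inhibition, cut at about 8.4% in these data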;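 note: 0% = DMSO-only wells with no growth and 100% = 10 µM 1-NA-PP1 full growth; inhibition rescues growth on 5-FOA so higher OD means more RAM inhibition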
Lmaj promast: inhibitors of Leishmania major promastigote growth; inhibition, % at 10 µM; 9% of 200,000 active; Leishmania major promastigotes, resazurin fluorescence viability;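 note: promastigotes grown with compound for 44 hours at 28 °C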
PMI act hi M6P: activators of human phosphomannose isomerase at near-saturating mannose 6-phosphate | P34949 | coupled PMI enzyme assay, resazurin fluorescence, 20 min; stronger effect = higher value; 1 = untreated enzyme, 0 = substrate-free blank | activation factor at 20 µM | 0.34% of 190,000 active;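 active = activation factor of 2 or more at 20 µM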
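Material: human phosphomannose isomerase with PGI, G6PDH, diaphorase coupling enzymes; amount: PMI at 15 ng/mL final; also added: Mannose-6-phosphate 1.0 mM (near-saturating) plus 0.22 mM NADP+; incubation: enzyme reaction with compound 20 min at room temperature; signal: resorufin fluorescence (Ex 544/Em 590 nm) from resazurin via diaphorase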
Diaph act CS: diaphorase activation or chemical reduction counter-screen; Diaphorase/resazurin coupled assay, resorufin fluorescence, 16 min; stronger effect = higher value; 1 = vehicle wells, 0 = NADH-free wells; activation factor at 20 µM; 0.005% of 190,000 active;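 active = diaphorase activity raised at least twofold by the compound at 20 µM; inactive = activation factor below 2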
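Material: Clostridium kluyveri diaphorase, purified enzyme; Quantity: enzyme 0.07 U/mL final; Medium: HEPES pH 7.4 buffer with MgCl2 and Tween 20; Dosing: single compound dose of 20 µM, 1% DMSO final; Schedule: 16 min reaction at room temperature; Measured by: red resorufin fluorescence at 544/590 nm excitation/emission.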
The depositor's hits bear a star; x = no result given. Cut-off read from the data, not from the text of the source, unless noted: active = inhibition above about 50%; inactive = the rest.

canonical_smiles	Hsp70 act	PMI act	DTT redox prof	TLR4-MyD88 BLA	S1P3 antagonist	Diaph inh CS	G6PDH CS	RAM inhibit	Lmaj promast	PMI act hi M6P	Diaph act CS
O=C(NC1CCN(Cc2ccccc2)CC1)c1ccc(N2CC3CC(C2)c2cccc(=O)n2C3)c([N+](=O)[O-])c1 (stereo not drawn)	-0.1	0.7	-0.2	4	3	42	5	1.1	-5	0.5	0.6
CCOc1ccc(/C=C2\SC(=S)N(Nc3ccccc3)C2=O)cc1OC	-0.2	0.9	-0.8	-4	-2	22	6	7.1	-2	0.8	0.8
O=C(Nc1cc([N+](=O)[O-])ccc1F)C1CC1	-0.4	1	-0.1	-24	12	10	1	1.3	-1	0.9	0.9
O=C(Nc1ccc(O)c(-c2nc3ccccc3o2)c1)C1(c2ccc(Cl)cc2)CCCC1	0.0	1.1	0.5	4	-9	-9	-11	2.1	2	1.2	1.1
NCCNc1cc(N2CCCC2)ccc1[N+](=O)[O-]	-0.2	0.9	0.2	-8	-3	8	5	5.0	5	0.8	0.9
CN(C)CCCN1C(=O)c2cccc3c(Br)ccc(c23)C1=O	0.1	0.7	-0.3	18	16	14	-2	0.5	100*	0.5	0.9
COc1ccc(/C=C/C(=O)N2CCC(C(N)=O)CC2)cc1S(=O)(=O)N1CCOCC1	0.0	1.2	-1.4	-14	-14	-13	5	0.0	1	1.1	1.1
O=C1c2ccccc2C(Nc2ccc3c(c2)OCCO3)N1c1ccc(Cl)cn1 (stereo not drawn)	-0.2	0.9	0.2	-2	19	30	-4	1.5	11	0.9	0.7
Cc1ccc(-c2cc(=O)[nH][nH]2)c(C)c1	-0.3	0.9	0.2	-8	-13	6	15	-0.1	-7	0.9	0.9
Cc1csc(C(C#N)C(=O)c2ccc(S(=O)(=O)N3CCCC3)cc2)n1 (stereo not drawn)	-0.1	1	-0.1	-15	5	16	4	1.5	-4	1	0.8
COc1ccc(C(=O)Nc2cccc(C(=O)NCc3ccco3)c2)cc1	0.2	1	-0.9	5	18	10	5	3.3	4	1	0.9
Cc1cc2c(c(=O)n1Cc1cccnc1)C(c1cccs1)C(C#N)=C(N)O2 (stereo not drawn)	-0.3	0.9	-0.1	0	x	11	9	0.1	2	0.9	0.9
CC1CCCCN1Cc1c(O)ccc2c(=O)c(-c3nc4ccccc4s3)c(N)oc12 (stereo not drawn)	-0.2	0.4	0.2	-1	14	30	7	-0.4	33	1.1	0.7
Cc1nc(NC(=O)c2ccccc2)nc2cc3c(cc12)OCO3	-0.2	1	0.4	-5	-8	9	22	1.9	2	0.9	0.9
CN(C)S(=O)(=O)c1ccc(C(=O)Nc2nnc(-c3cccs3)o2)cc1	-0.2	1.1	-1.0	-2	-17	-4	4	1.7	53*	1	1
O=C(COC(=O)COc1ccccc1[N+](=O)[O-])Nc1ccccc1Br	-0.2	1	-0.1	-4	-4	-1	7	2.0	22	1.1	1
COC(=O)c1c(NC(=O)c2ccco2)sc(C(=O)N(C)C)c1C	-0.2	1	-1.2	-3	x	6	-1	-0.5	15	1	0.9
COc1ccc(C(=O)NNC(=S)NC(=O)/C=C/c2cccs2)cc1	-0.2	x	0.3	6	9	x	2	7.7	15	x	x
CCCCC(=O)Nc1ccccc1C(C)C	-0.2	1	-0.8	3	-5	-8	7	-0.8	-5	1	1.1
COc1ccc(-c2[nH]ncc2CN2CCC(OCc3ccccc3)CC2)c(F)c1	-0.2	0.9	0.2	12	-6	10	7	-0.4	2	1	0.9
O=c1nc(N2CCOCC2)nc(N/N=C/c2ccc3c(c2)OCO3)[nH]1	0.1	1.1	-0.8	-3	-6	-3	8	1.0	7	1.1	1
Nc1c(-c2ccccc2)cnn1-c1ccc(C(=O)O)cc1	-0.1	1	0.0	-10	x	8	11	5.4	-6	1	0.9
CCNc1nc(-c2ccc(OC(F)F)cc2)c(C)s1	0.0	0.8	0.8	-12	-7	18	-3	-0.1	14	1	0.8
Cc1ccc(C(=O)OCC(=O)Nc2sc3c(c2C#N)CCCCC3)cc1NC(=O)c1ccco1	0.0	0.9	-0.3	6	-19	12	6	7.0	-8	1	0.9
CCOC(=O)N1CCN(C(=O)Cn2cnc3ccccc3c2=O)CC1	-0.5	0.9	-0.5	-1	0	3	11	0.0	-4	1	1
Cc1ccc(NC(=O)c2ccc(N3CCOCC3)c([N+](=O)[O-])c2)cc1S(=O)(=O)N1CCOCC1	-0.4	0.9	0.2	0	15	16	-22	4.9	8	0.9	0.8
CCOC(=O)C1=C(C)C2C3C(=O)N(c4cc(C)ccc4C)C(=O)C3C1(C)C1C(=O)N(c3cc(C)ccc3C)C(=O)C21 (stereo not drawn)	-0.4	0.8	0.3	-5	-5	19	14	0.9	26	0.9	0.8
CCC(C)C(=O)Nc1nccs1 (stereo not drawn)	-0.2	1	-0.4	-3	13	3	13	0.6	4	1.1	1
CC(C)(C)c1ccc(C(=O)N/C(=C\c2cccs2)C(=O)NCc2ccco2)cc1	-0.3	0.9	1.5	-6	x	18	6	0.8	10	0.8	0.8
COc1ccc(CN2CNc3nc4ccccc4n3C2)cc1	0.3	1	-0.1	-1	x	10	4	0.0	62*	0.9	0.9
CS(=O)(=O)N1CCCC(C(=O)NCc2cccs2)C1 (stereo not drawn)	-0.2	1	-0.2	-3	-74	2	1	1.7	-1	1	1
COc1ccc(C2=NN(C(=O)CSc3cn(C)c4ccccc34)C(c3ccc(OC)cc3)C2)cc1 (stereo not drawn)	1.1	0.8	1.2	3	x	19	-38	4.8	35	0.8	0.8
CCOc1c(OC(C)=O)ccc(/C=C/c2ccc3cccc(OC(C)=O)c3n2)c1[N+](=O)[O-]	-0.2	1	3.3	1	x	14	11	2.1	32	0.8	0.9
Cc1cc(NS(=O)(=O)c2ccccc2)n(-c2ccccc2)n1	0.2	1	-2.8	-10	-31	22	-14	3.6	-6	1	0.8
Cn1c(C(=O)N(Cc2ccccc2)Cc2ccccn2)cc2sccc21	-0.4	0.9	3.1	11	11	18	-4	4.8	6	1	0.8
O=C(NC(=S)Nc1ccc(S(=O)(=O)Nc2nccs2)cc1)c1cccc(F)c1	-0.4	1	0.3	8	-2	12	-11	5.8	-10	1.1	0.9
O=C(NC1CCCCNC1=O)c1ccc(Cl)cc1 (stereo not drawn)	-0.5	1.2	2.2	2	-13	-18	9	1.1	-5	1.1	1.2
COc1ccccc1-n1cnc2cc(C(=O)NCc3ccco3)ccc21	-0.1	1	-2.3	2	8	6	4	0.1	-7	1.1	0.9
COc1ccccc1CCNC(=O)CSc1nnc2ccc(-c3cccnc3)nn12	-0.2	1	-1.7	-1	5	10	2	3.1	2	1	0.9
CCN(CCO)c1ncnc2c1sc1nc(C(C)C)c3c(c12)CC(C)(C)OC3	0.2	1.1	-0.3	-5	x	63*	7	1.0	16	1.1	0.4
CCC(=O)Nc1ccc(NC(=O)c2ccccc2)nc1	-0.2	1	0.6	-17	-4	30	1	0.8	-5	1	0.7
COc1ccc(C(=O)N2CCCC(c3nc(-c4cccs4)no3)C2)cc1OC (stereo not drawn)	-0.1	1	2.1	-12	23	20	2	3.3	5	1	0.8

Some of the entries so far, with each value named:
compound: Cc1csc(C(C#N)C(=O)c2ccc(S(=O)(=O)N3CCCC3)cc2)n1 (stereo not drawn)
- Hsp70 act: -0.1
- PMI act: 1
- DTT redox prof: -0.1
- TLR4-MyD88 BLA: -15
- S1P3 antagonist: 5
- Diaph inh CS: 16
- G6PDH CS: 4
- RAM inhibit: 1.5
- Lmaj promast: -4
- PMI act hi M6P: 1
- Diaph act CS: 0.8
compound: COc1ccc(C(=O)Nc2cccc(C(=O)NCc3ccco3)c2)cc1
- Hsp70 act: 0.2
- PMI act: 1
- DTT redox prof: -0.9
- TLR4-MyD88 BLA: 5
- S1P3 antagonist: 18
- Diaph inh CS: 10
- G6PDH CS: 5
- RAM inhibit: 3.3
- Lmaj promast: 4
- PMI act hi M6P: 1
- Diaph act CS: 0.9
compound: Cc1cc2c(c(=O)n1Cc1cccnc1)C(c1cccs1)C(C#N)=C(N)O2 (stereo not drawn)
- Hsp70 act: -0.3
- PMI act: 0.9
- DTT redox prof: -0.1
- TLR4-MyD88 BLA: 0
- S1P3 antagonist: x
- Diaph inh CS: 11
- G6PDH CS: 9
- RAM inhibit: 0.1
- Lmaj promast: 2
- PMI act hi M6P: 0.9
- Diaph act CS: 0.9

Hits appear at their usual frequency; any-hit rate near 12%.
